EPAC1 agonist: agonists of human EPAC1; EPAC1 agonist qHTS, biochemical assay; response scale: 100% = response to 6.5 mM cAMP; O95398; 360,000 compounds, 0.073% hits; Potency, µM (series often up to 154 µM), without a hit: top-dose activation, usual class: activators; AID 720707; note: potency is the fitted concentration of half-maximal effect; nearly all actives have a fitted effect of over 60% in size
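Nucleotide exchange by EPAC1 (100 nM) on Rap1B–BODIPY-GDP (250 nM) in the presence of 50 uM GDP is tracked fluorescently at 480/540 nm over 30 min. Signals are normalized to a 6.5 mM cAMP control.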
Mm-Cpn inhibitor: inhibitors of Methanococcus maripaludis chaperonin (MmCpn). Potency, µM (titrated, usually from 76.9 µM), for inactives: at the top dose activity, negative = inhibition, hits mostly inhibitors. purified Mm-Cpn ATPase, ADP Transcreener TR-FRET. 330,000 compounds, 0.031% hits; note: potency is the fitted concentration of half-maximal effect; % is set by controls: 0 for no effect and ±100 for the full control effect; nearly all actives have a fitted effect of over 80% in size
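Purified archaeal chaperonin (25 nM final) was preincubated with compound for 10 min at 37°C, then ATP (10 uM final) was added for 30 min at 37°C in Tris pH 7.4/KCl/MgCl2/DTT buffer. ADP was quantified by HTRF Transcreener TR-FRET.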
WRN inhibitor: blocks human WRN helicase. WRN helicase unwinding, fluorescent forked duplex, kinetic. Q14191. Potency, µM (highest dose often 114 µM), for inactives: at the highest dose activity change, negative = inhibition, most hits filed as inhibitors. 360,000 compounds, 0.46% hits; note: potency is the fitted concentration of half-maximal effect; % is set by controls: 0 for no effect and ±100 for the full control effect; nearly all actives have a fitted effect of over 55% in size
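Kinetic fluorescence helicase assay: unwinding of a quenched forked DNA duplex (100 nM final) with 2 mM ATP final raises red fluorescence (525/598 nm). Compounds sat 15 min at room temperature with 20 nM WRN beforehand.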
PLK1 PBD inh: inhibitors of human PLK1 polo-box domain binding; P53350; Plk1 PBD binding of FITC phosphopeptide, fluorescence polarization; Potency, µM, without a hit: max response, negative = inhibition, most hits filed as inhibitors; 360,000 compounds, 2.8% hits; note: potency is the fitted concentration of half-maximal effect; series mostly up to about 57 µM; % is set by controls: 0 for no effect and ±100 for the full control effect; nearly all actives have a fitted effect of over 65% in size
EPAC1 antag: EPAC1 (human) antagonism; O95398; EPAC1 GEF assay, Rap1b-BODIPY-GDP exchange fluorescence; Potency, µM (titrated, usually from 115 µM), inactives show at the top dose activity change, negative = inhibition, usual class: inhibitors; 360,000 compounds, 0.14% hits;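 note: potency is the fitted concentration of half-maximal effect; plate controls were vehicle for no effect and positive control for full effect; nearly all actives have a fitted effect of over 50% in size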
CCT modulator: cytosolic chaperonin activity modulation. purified chaperonin ATPase assay, HTRF ADP detection, 30 min. activity change, % (no concentration beside the values), hits read low. 360,000 compounds, 0.3% hits. AID 651819; in the data active = activity change below about -30%; note: % is set by controls: 0 for no effect and ±100 for the full control effect
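First, chaperonin was dispensed at 40 nM or 20 nM final depending on batch activity. Next, compounds were pinned at 76 uM and ATP added at 10 uM. After 30 min at 37 °C, ADP detection reagents ran 30 min at ambient temperature.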
PI5P4Ka inh: blocks human PI5P4K alpha kinase activity. AID 652105. max response, %. PI5P4Kalpha enzyme, ADP-Glo luminescence, 60 min; active compounds read low. 330,000 compounds, 1.2% hits; active = max response of -50% or lower; inconclusive = between -30% and -50%; inactive = -30% or higher; note: value at the top dose of about 77 µM; % is set by controls: 0 for no effect and ±100 for the full control effect
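Compounds were pin-transferred onto PI5P4Kalpha and substrate in HEPES pH 7.4 buffer with EGTA, CHAPS and 5% DMSO. ATP (5 microM final) started the reaction, which ran 60 minutes at room temperature before ADP-Glo detection.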
EPAC2 antag: antagonists of human EPAC2; EPAC2 GEF exchange of Rap1B-BODIPY-GDP, fluorescence; Q8WZA2; 360,000 compounds, 0.18% hits; Potency, µM (highest dose often 114 µM), inactives show at the top dose activity, negative = inhibition, hits mostly inhibitors; note: potency is the fitted concentration of half-maximal effect; % is set by controls: 0 for no effect and ±100 for the full control effect; nearly all actives have a fitted effect of over 45% in size; many of its hits are not listed in these tables
Target sequence (Q8WZA2 whole entry, looked up): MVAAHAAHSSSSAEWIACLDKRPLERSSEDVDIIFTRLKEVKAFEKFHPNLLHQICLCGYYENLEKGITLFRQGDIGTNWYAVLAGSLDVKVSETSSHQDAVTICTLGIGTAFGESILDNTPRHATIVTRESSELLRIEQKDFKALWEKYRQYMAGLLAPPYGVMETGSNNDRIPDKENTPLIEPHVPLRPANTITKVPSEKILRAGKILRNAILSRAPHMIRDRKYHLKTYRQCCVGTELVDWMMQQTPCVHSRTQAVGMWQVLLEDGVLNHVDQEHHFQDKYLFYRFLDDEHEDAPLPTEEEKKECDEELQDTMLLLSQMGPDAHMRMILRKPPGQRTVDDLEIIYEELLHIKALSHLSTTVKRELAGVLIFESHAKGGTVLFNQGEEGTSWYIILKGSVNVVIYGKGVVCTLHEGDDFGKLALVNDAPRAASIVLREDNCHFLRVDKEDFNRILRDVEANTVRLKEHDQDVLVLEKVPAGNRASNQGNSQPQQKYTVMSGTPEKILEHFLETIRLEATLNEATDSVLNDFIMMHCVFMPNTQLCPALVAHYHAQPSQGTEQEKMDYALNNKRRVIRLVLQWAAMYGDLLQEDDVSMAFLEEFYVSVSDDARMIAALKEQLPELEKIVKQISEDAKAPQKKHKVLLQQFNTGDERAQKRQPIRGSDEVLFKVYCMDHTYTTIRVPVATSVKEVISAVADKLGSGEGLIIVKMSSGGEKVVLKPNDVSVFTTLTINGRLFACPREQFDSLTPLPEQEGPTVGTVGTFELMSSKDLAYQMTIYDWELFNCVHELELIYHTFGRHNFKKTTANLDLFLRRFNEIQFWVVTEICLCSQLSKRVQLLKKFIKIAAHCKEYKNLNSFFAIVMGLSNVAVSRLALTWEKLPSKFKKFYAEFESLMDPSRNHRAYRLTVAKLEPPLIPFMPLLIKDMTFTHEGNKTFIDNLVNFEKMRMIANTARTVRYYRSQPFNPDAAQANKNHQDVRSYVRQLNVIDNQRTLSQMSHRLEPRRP
* = called active by the depositor; ? = inconclusive; · = not tested or not shown; [ ] = dose if it differs, or a comment. Unless noted, calls come from the whole dose curve; as a rule, active = well fitted curve in the direction sought with a large enough effect; inconclusive = small, poorly fitted or top-dose-only effect, or another doubt; inactive = no such curve, though single readings can be large; an effect the other way counts as inactive or inconclusive.

SMILES | EPAC1 agonist | Mm-Cpn inhibitor | WRN inhibitor | PLK1 PBD inh | EPAC1 antag | CCT modulator | PI5P4Ka inh | EPAC2 antag
O=C(O)c1c(Cl)cccc1Nc1ccccc1 | -9% | · | 1% | -23% | -15% | -3.0 | -4 | -17%
O=C(OCC(=O)N1CCOCC1)c1ccc(O)cc1 | 8% | 1% | 0% | -1% | 10% | 0.4 | -3 | 1%
COC(=O)c1ccc(NC(=O)Cn2cnc3c(nnn3-c3cccc(OC)c3)c2=O)cc1 | -10% | 6% | -13% | -8% | -7% | 1.9 | 8 | 0%
CN(C)c1cc2c(cc1NC(=O)c1ccccc1Cl)n(C)c(=O)n2C | 0% | -2% | 1% | -4% | -17% | -9.4 | 2 | 5%
Cc1nnc(SCC(=O)N2CCOCC2)n1C | 0% | 3% | -2% | 1% | -1% | -0.3 | 10 | 15%
c1ccc(-n2cc(CN3CCCC3)c(-c3ccc4c(c3)OCO4)n2)cc1 | 13% | -1% | 3% | -9% | 2% | -1.1 | 5 | 3%
O=C(CNS(=O)(=O)c1ccc(F)c(Cl)c1)N1CCCCCC1 | 7% | 1% | 1% | -1% | 10% | -2.3 | 8 | 3%
Cc1ccccc1C(=O)NCC(=O)OCCCOC(=O)CNC(=O)c1ccccc1C | -1% | 0% | -3% | 0% | -29% | 0.5 | -1 | 21%
CCC1(c2ccccc2)ON(c2c(Br)cccc2Br)C1=O (configuration not stated) | -15% | 1% | 8% | -3% | 6% | -0.9 | 7 | -13%
CC[C@H](C)/C=C(C)/C=C/C(=O)Cc1cc(O)c(C)c(O)c1C=O | -35%[inhibitor] | -5% | -6%[11.6 µM] | -17% | -19% | 0.1 | -57* | -16%
O=C(CSc1nnc2n1CCCN2)c1ccc([N+](=O)[O-])cc1 | 7% | 0% | -16% | ? | 10% | -2.1 | -12 | -2%
O=c1oc2ccccc2cc1-c1cn(-c2ccccc2)c(=S)[nH]1 | -10% | 1% | -5% | -16% | 5% | -2.9 | -26 | 16%
O=S(=O)(NCC(Nc1ccc(Cl)cc1)c1ccccc1)c1ccccc1 (configuration not stated) | 3% | -1% | -10% | -4% | -29% | 0.0 | 15 | -6%
CCOC(=O)c1cc2c(ccn2C)n1CC(=O)N(Cc1ccccc1)c1ccc(F)cc1 | 8% | -4% | 4% | -8% | 14% | 0.9 | 10 | 17%
O=C(c1nc2ccccn2c1CN1CCCC(O)C1)N1CCN(C2CCCCC2)CC1 (configuration not stated) | 4% | 1% | 4% | -14% | 23% | -3.6 | 2 | 3%
CCOc1ccc(CCNC(=O)Cc2nn[nH]n2)cc1OCC | -3% | -1% | 0% | -27% | 0% | -0.5 | 4 | -5%
O=C1CN(C(=O)COC(=O)c2cccc(S(=O)(=O)NCc3ccccc3)c2)c2ccccc2N1 | -1% | 0% | -2% | -4% | -9% | -1.3 | -6 | 4%
COc1ccc(C(=O)Nc2ccc(N3CCN(Cc4ccccc4)CC3)cc2)cc1 | -4% | 0% | 9% | -8% | -25% | 0.2 | -2 | -1%
Cc1cccc(/C=N/NC(=O)c2cc(C3CC3)nc3ccccc23)n1 | 5% | 3% | 1% | 6% | -3% | -0.5 | -3 | -6%
CN1CCC(N(C)S(=O)(=O)c2ccc(NC(=O)COc3cccc(C(F)(F)F)c3)cc2)CC1 | 2% | 1% | -1% | -6% | 3% | -2.6 | 2 | -5%
CN1CCN(C(=O)/C(=C/c2ccccc2Cl)NC(=O)c2ccccc2)CC1 | -8% | 0% | 3% | -16% | 8% | -0.1 | -6 | 9%
COc1cc(NC(=NS(=O)(=O)c2ccccc2)c2ccccc2)ncn1 | -3% | · | 6% | -3% | -17% | -3.4 | 1 | 1%
COc1ccccc1C(O)Cc1nc2ccccc2n1C (configuration not stated) | 7% | 2% | 9%[57.1 µM] | -7% | 7% | 0.1 | -4 | 0%
COC(=O)c1ccccc1NC(=O)c1ccnn1C | 9% | 0% | -10% | -8% | 14% | 2.5 | 3 | -2%
CCOP(=O)(OCC)C(Nc1ccc(OC)cc1)c1ccco1 (configuration not stated) | 9% | 1% | -14% | 0% | -9% | 0.1 | 4 | -2%
(more compounds)
SMILES | EPAC1 agonist | Mm-Cpn inhibitor | WRN inhibitor | PLK1 PBD inh | EPAC1 antag | CCT modulator | PI5P4Ka inh | EPAC2 antag
COc1ccc(C(=O)OCC(=O)NC(=O)NC2CCCC2)c(O)c1 | -4% | 2% | -7% | -5% | -23% | 3.1 | 0 | -17%
COC(=O)CNC(=O)CNC(=O)c1nn(-c2ccc(OC)c(OC)c2)c(=O)c2ccccc12 | 3% | 2% | -11% | -17% | -26% | -0.6 | 2 | 0%
CC(C)C[C@H](NC(=O)c1[nH]cnc1C(=O)N[C@@H](Cc1ccccc1)C(=O)OC(C)(C)C)C(=O)OCc1ccccc1 | -5% | -1% | -13% | 5% | -7% | -0.4 | 25 | -9%
Cc1cc(SCC(=O)c2cccs2)n2nc(C)c(-c3ccc(Cl)cc3)c2n1 | -2% | -1% | -3% | -7% | -9% | -0.4 | 6 | -13%
N#Cc1cc([N+](=O)[O-])ccc1NC(=O)CSc1n[nH]c(=O)n1C1CC1 | 8% | 0% | -9% | -7% | -1% | 1.4 | -1 | -10%
O=C(CCCSc1nc2ccccc2[nH]1)NC(c1ccccc1)c1ccccc1 | 2% | 0% | -6% | -9% | -8% | -2.1 | 1 | 1%
O=C(c1cccc([N+](=O)[O-])c1)N1CCCC(C(=O)N2CCCCCC2)C1 (configuration not stated) | -8% | -2% | -2% | -17% | -1% | 1.0 | 9 | -4%
CCc1nnc(NC(=O)c2cc(-c3ccccn3)nc3ccccc23)s1 | 3% | -1% | -12% | -2% | -4% | -0.3 | 2 | 3%
COC(=O)c1ccc(NC(=O)Cn2nnc(-c3cccs3)n2)cc1 | 10% | -2% | -4% | -7% | -21% | -1.1 | 2 | 20%
CC1(C)Cc2c(c(-c3ccccc3)nc(N3CCOCC3)c2C(N)=O)CO1 | 3% | 0% | -11% | -9% | 2% | -1.1 | -2 | -2%
Cn1c(=S)n(C)c2ccccc21 | 4% | -1% | 4% | -1% | -8% | 0.8 | 1 | 3%
CN(C)/C=C(\C#N)C(=O)Nc1ccc(O)cc1F | 2% | -5% | 6% | 7% | 5% | -2.7 | -7 | 0%
O=c1[nH]c(C2CCN(S(=O)(=O)Cc3ccccc3)CC2)nc2c1nnn2Cc1cccc(Cl)c1 | 2% | 2% | -5% | -11% | -10% | 1.1 | 3 | -2%
CCCCCOC(=O)C1[C@H]2C(=O)N(Cc3cccs3)C[C@]23C=C[C@H]1O3 (some centres not stated) | 4% | 2% | -4% | -10% | 6% | -4.0 | · | 0%
CCCOc1ccc(C(=O)NC(C)C(=O)O)cc1 (configuration not stated) | 3% | 1% | -1% | -8% | 13% | -1.2 | · | 2%
CCn1cc(/C=N\NC(=O)Cc2ccc(Cl)cc2)cn1 | -5% | 2% | -5% | 2% | -16% | -0.6 | -4 | 3%
COc1cccc(C(C)(O)c2nc(-c3cccc(C(F)(F)F)c3)cs2)c1 (configuration not stated) | -14% | · | -14% | 7% | -16% | 0.3 | 47 | ?
COc1cc(NC(=O)CN(C)S(=O)(=O)c2ccc3c(c2)CCC(=O)N3)cc(OC)c1 | -15% | 0% | -3% | -17% | -12% | -2.2 | 4 | 7%
Cc1cc(C)n(CCN(C)C(=O)C2CCC(=O)N(CCN3CCOCC3)C2)n1 (configuration not stated) | 2% | 0% | -22% | -7% | -2% | -3.6 | -1 | 5%
Cc1cc(C)c(S(=O)(=O)N2CCCC(C(=O)NCc3ccncc3)C2)c(C)c1 (configuration not stated) | -4% | 0% | -8% | -8% | 0% | 0.9 | -2 | -3%
Cc1ccsc1CNc1ncnc2ccc(-c3c(C)noc3C)cc12 | -9% | 1% | · | · | 12% | · | · | -10%
CCCCCCCCCCCC(=O)N/N=C/c1ccco1 | 13% | 1% | -5% | -3% | -5% | -2.0 | -6 | -6%
O=C1c2ccccc2S(=O)(=O)N1Cc1cc(=O)n2ccsc2n1 | -1% | 1% | -5% | -5% | -10% | -0.8 | 1 | -5%
OC1CCCN(Cc2ccc3ccc4cccc5ccc2c3c45)C1 (configuration not stated) | 12% | -3% | 21%[57.1 µM] | 0% | 3% | -0.1 | · | -7%
O=C(O)CCn1cc(/C=C2/NC(=S)N(c3ccccc3)C2=O)c(-c2ccccc2)n1 | 3% | -3% | -11% | -16% | 2% | 0.4 | -15 | 0%
Going on with the list:
SMILES | EPAC1 agonist | Mm-Cpn inhibitor | WRN inhibitor | PLK1 PBD inh | EPAC1 antag | CCT modulator | PI5P4Ka inh | EPAC2 antag
CC(C)C(NC(=O)OC(C)(C)C)C(=O)N1CCCC1C(=O)NC(Cc1ccccc1)C(N)=O (configuration not stated) | -2% | -14% | -13% | -7% | -14% | 1.0 | 2 | -8%
CN(c1ccc(OCC(=O)Nc2cc(Cl)ccc2C(=O)O)cc1)S(=O)(=O)c1ccc(F)cc1 | 9% | 3% | ? | ? | -1% | -2.1 | ? | -10%
CCOc1ccc(C(=O)COC(=O)c2c(-c3ccccc3)noc2C)cc1 | 5% | 0% | -8% | -6% | -11% | -2.2 | -8 | -3%
O=C(c1ccsc1)N1CCCC(N2CCN(c3cccc(Cl)c3)CC2)C1 (configuration not stated) | 13% | 3% | -2% | 3% | 7% | 2.2 | 0 | 0%
Cc1ccc(OCC(=O)c2cc(C)n(-c3ccccc3)c2C)c([N+](=O)[O-])n1 | -14% | 1% | -18% | -20% | ? | -2.1 | 5 | -14%
Cn1c(O)c(N=NC(=O)CNC(=O)c2ccco2)c2ccccc21 | 7% | 1% | 0% | -15% | -19% | -1.7 | 0 | 9%
CCn1c(C(=O)O)c(CC(=O)Nc2cccc(C(F)(F)F)c2)c2ccccc21 | 4% | -1% | 2% | -21% | -16% | -1.2 | 1 | -28%

This is a subset. The share of hits here may be higher or lower than overall.
